West Nile antiviral: West Nile virus antiviral activity, cell-based, CPE readout (AID 1621); CPE inhibition, % at 10 µM; hits with a dose series show IC50 in µM; hit rate 0.02% among 290,000; West Nile virus-infected cells, CPE inhibition; higher % means a stronger effect; in the data active means a potency from the dose series; inconclusive means CPE inhibition mostly from about 3.7% at the one dose, without a potency; inactive means the rest, 99 in 100 with CPE inhibition below about 2.2%; further: strong numbers were not always called active
RSV antiviral HEp-2: RSV antiviral activity via CPE protection, HEp-2 cells, primary 10 µM value included (AID 2391); HEp-2 cells, RSV-induced CPE inhibition; higher % means a stronger effect; CPE inhibition, % at 10 µM, or IC50 in µM where a hit was titrated; hit rate 0.13% among 310,000; in the data active means a potency from the dose series; inconclusive means CPE inhibition mostly from about 23% at the one dose, without a potency; inactive means the rest, 99 in 100 with CPE inhibition below about 21%; further: strong numbers were not always called active
Yfh1-off respiration: enhancers of respiration in Yfh1-depleted yeast, dose response, Friedreich's ataxia, plus single-dose screen (AID 1465); S. cerevisiae Yfh1-off respiration, WST-1 reduction, 72 h; higher fold induction means a stronger effect; hit rate 0.074% among 220,000; fold induction at 50 µM, or EC50 in µM where a hit was titrated;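 active means fold induction of absorbance versus untreated yeast above a set limit, then at least 30% activation at any dose in follow-up; inconclusive means repeats straddling the limit, or above it without dose testing; inactive means fold induction below the set limit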;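 further: activators that raise dye reduction in frataxin-depleted yeast; strong numbers were not always called active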
UTI89 phage lysis: inhibition of K1F phage lysis, E. coli UTI89, bacterial capsule biogenesis inhibitors, alamar blue (AID 488966) | E. coli UTI89 K1F phage lysis, alamar blue, 2 h; higher % means a stronger effect | hit rate 0.02% among 340,000 | one-dose inhibition, % at 100 µM; IC50 in µM for titrated hits;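 active means phage lysis inhibition, versus mean bacterial control, above a set limit; inconclusive means no clear call, values can overlap the other calls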;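 further: capsule biogenesis inhibitors block K1F phage lysis so surviving cells raise fluorescence; higher fluorescence means more inhibition of phage lysis; actives were called in the ten point dose series up to 300 µM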
ER stress rescue: rescue of cells from ER stress-induced death, primary screen, 384-well, CSM14.1, thapsigargin, ATP luminescence (AID 1222). 190,000 tested, under 10 active. cellular ATP content (survival), % at 20 µM, or EC50 in µM where a hit was titrated. CSM14.1 thapsigargin-induced death rescue, ATP luminescence; higher % means a stronger effect;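 active means EC50 below 50 µM in the dose-response confirmation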;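 further: death triggered by thapsigargin at about 15 µM added after 2 h compound pretreatment; cell ATP read after overnight thapsigargin exposure of roughly 18 to 22 hours; normalized against plate controls of thapsigargin alone and 5% DMSO vehicle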
NS5 inhibitors: Dengue-2 NS5 methyltransferase inhibitors, primary screen, biochemical, confirmation dose response (AID 588689); Genome polyprotein (Dengue virus type 2 (strain 16681-PDK53)); Dengue-2 NS5 methyltransferase capping enzyme assay, biochemical; higher % means a stronger effect; inhibition, % at 25 µM; hits with a dose series show IC50 in µM; hit rate 0.3% among 340,000; in the data active means a potency from the dose series; inconclusive means inhibition above about 29% without an active follow-up result
WT yeast gro inh: growth inhibition of WT strain, primary screen, mitochondrial fusion inhibitor project, WT and mutant strains, chemical genetic; hit rate 2.1% among 190,000; mitochondrial fusion phenotypic screen; inhibition, % at 10 µM; AID 1362, 2008; in the data active means inhibition above about 58%; tested in S. cerevisiae
SV40 large T antigen: SV40 large T antigen inhibitors, biochemical (AID 1903); SV40 large T antigen ATPase/helicase inhibition assay; higher % means a stronger effect; hit rate 0.39% among 310,000; one-dose inhibition, % at 20 µM; IC50 in µM for titrated hits; in the data active means a potency from the dose series; inconclusive means inhibition mostly from about 32% at the one dose, without a potency; inactive means the rest, 99 in 100 with inhibition below about 32%; further: strong numbers were not always called active
XIAP antagonists: XIAP antagonists, biochemical, IAP family, fluorescence polarization (AID 1018); E3 ubiquitin-protein ligase XIAP (Homo sapiens); XIAP BIR domain, fluorescence polarization peptide displacement; higher % means a stronger effect; displacement, % at 20 µM, or IC50 in µM where a hit was titrated; hit rate 0.007% among 200,000; in the data active means displacement above about 50%; further: a part of the inactive calls stands beside numbers as strong as those of hits
WT yeast gro inh mutant strain: recorded beside WT yeast gro inh, whose call it bears; inhibition, %; mitochondrial fusion phenotypic screen, mutant strain inhibition
NS5 inhibitors pilot replicate: also measured in NS5 inhibitors; calls as there; inhibition, %; measured here: pilot screen replicate inhibition
Active calls of the source: *; [ ] = remark or other dose. Compounds as they come; about 2.2% have a hit in one of these screens.

A first look (2 entries):
Screening Cc1ccc(OCC(=O)NNC(=O)CCC(=O)NCc2ccccc2)cc1 returned West Nile antiviral 0.5%, RSV antiviral HEp-2 0.8%, Yfh1-off respiration inactive, UTI89 phage lysis -0.5%, ER stress rescue -0.3%, NS5 inhibitors 7%, WT yeast gro inh 11, SV40 large T antigen 3%, XIAP antagonists -4.1% and WT yeast gro inh mutant strain -2.
For O=C(OCc1cnc(Cl)s1)c1cccc(Cl)c1Cl the results were West Nile antiviral 0.3%, RSV antiviral HEp-2 2.4%, Yfh1-off respiration inactive, UTI89 phage lysis 0.2%, ER stress rescue -1.1%, NS5 inhibitors -4%, WT yeast gro inh -2, SV40 large T antigen 4%, XIAP antagonists -9.3% and WT yeast gro inh mutant strain 13.

Results, previewed entries included:
Screening Cc1ccc(OCC(=O)NNC(=O)CCC(=O)NCc2ccccc2)cc1 returned West Nile antiviral 0.5%, RSV antiviral HEp-2 0.8%, Yfh1-off respiration inactive, UTI89 phage lysis -0.5%, ER stress rescue -0.3%, NS5 inhibitors 7%, WT yeast gro inh 11, SV40 large T antigen 3%, XIAP antagonists -4.1% and WT yeast gro inh mutant strain -2.
For O=C(OCc1cnc(Cl)s1)c1cccc(Cl)c1Cl the results were West Nile antiviral 0.3%, RSV antiviral HEp-2 2.4%, Yfh1-off respiration inactive, UTI89 phage lysis 0.2%, ER stress rescue -1.1%, NS5 inhibitors -4%, WT yeast gro inh -2, SV40 large T antigen 4%, XIAP antagonists -9.3% and WT yeast gro inh mutant strain 13.
Screening COC(=O)Nc1cc(C(F)(F)F)ccc1N1CCN(c2ccccc2)CC1 returned West Nile antiviral -0.3%, RSV antiviral HEp-2 2.0%, Yfh1-off respiration inactive, UTI89 phage lysis -2.1%, ER stress rescue -2.7%, NS5 inhibitors 3%, WT yeast gro inh -12, SV40 large T antigen 10%, XIAP antagonists -5.6% and WT yeast gro inh mutant strain -24.
For CCO/C=C1\N=C(c2ccc(F)cc2)OC1=O the results were West Nile antiviral 0.3%, RSV antiviral HEp-2 0.9%, Yfh1-off respiration inactive, UTI89 phage lysis 0.1%, ER stress rescue -2.3%, NS5 inhibitors -6%, WT yeast gro inh -9, SV40 large T antigen 27%, XIAP antagonists -4.0% and WT yeast gro inh mutant strain 26.
CCOc1ccc(CNS(=O)(=O)c2c(C)nc3sccn3c2=O)cc1OC was read as West Nile antiviral -0.6%, RSV antiviral HEp-2 0.1%, UTI89 phage lysis 0.8% and NS5 inhibitors -4%.
CNC(=O)N(O)C1N(/N=C/c2ccccc2OC)C(=S)SC1(C)C (stereo unspecified) was read as West Nile antiviral -0.4%, RSV antiviral HEp-2 1.0%, UTI89 phage lysis 0.0%, NS5 inhibitors -7% and SV40 large T antigen -4%.
`COC(=O)c1nc2n(n1)C(c1cc(OC)ccc1OC)C(C(=O)OC1CCCCC1)=C(C)N2` (stereo unspecified) gave West Nile antiviral 0.6%, RSV antiviral HEp-2 -0.6%, Yfh1-off respiration inactive, UTI89 phage lysis -0.1%, ER stress rescue 0.8%, NS5 inhibitors -8%, SV40 large T antigen -3% and XIAP antagonists -4.1%.
C[n+]1cc(-c2ccccc2)oc1-c1ccccc1 was read as West Nile antiviral 0.4%, RSV antiviral HEp-2 0.0%, UTI89 phage lysis 0.2%, NS5 inhibitors -2% and SV40 large T antigen 18%.
Screening CNC(=S)N1N=C(c2ccc(C)cc2)CC1c1ccc(N(C)C)cc1 (stereo unspecified) returned West Nile antiviral -1.6%, RSV antiviral HEp-2 11%, Yfh1-off respiration inactive, UTI89 phage lysis 0.9%, ER stress rescue 0.1%, NS5 inhibitors -8%, WT yeast gro inh 40, SV40 large T antigen 9%, XIAP antagonists -7.1% and WT yeast gro inh mutant strain 13.
Screening NC(=O)C1=C[C@H](c2ccc(C(F)(F)F)cc2)C[C@H](OCc2ccc(CO)cc2)O1 returned West Nile antiviral -0.2%, RSV antiviral HEp-2 1.8%, Yfh1-off respiration inactive, UTI89 phage lysis 1.6%, ER stress rescue 1.8%, NS5 inhibitors -1%, WT yeast gro inh -12, SV40 large T antigen 8%, XIAP antagonists 1.0% and WT yeast gro inh mutant strain -14.
`Cc1cc(C)nc(SCC(=O)OCN2C(=O)c3ccccc3C2=O)n1` gave West Nile antiviral 0.0%, RSV antiviral HEp-2 2.2%, Yfh1-off respiration inactive, UTI89 phage lysis 0.2%, ER stress rescue -0.5%, NS5 inhibitors -2%, WT yeast gro inh -1, SV40 large T antigen 11%, XIAP antagonists -2.1% and WT yeast gro inh mutant strain -2.
For O=C1/C(=C/c2ccccc2)N=C(N2CCOCC2)N1c1cccc(Cl)c1 the results were West Nile antiviral -1.0%, RSV antiviral HEp-2 inconclusive, Yfh1-off respiration inactive, UTI89 phage lysis 0.5%, ER stress rescue -3.1%, NS5 inhibitors -3%, WT yeast gro inh 29, SV40 large T antigen 5%, XIAP antagonists -6.4% and WT yeast gro inh mutant strain -4.
For CC(C)(C)OC(=O)N/N=C/c1c[nH]c2ccccc12 the results were West Nile antiviral -0.7%, RSV antiviral HEp-2 4.2%, Yfh1-off respiration inactive, UTI89 phage lysis -1.8%, ER stress rescue -2.2%, NS5 inhibitors -3%, WT yeast gro inh 11, SV40 large T antigen 16%, XIAP antagonists 0.5% and WT yeast gro inh mutant strain 12.
For O=C(C1COc2ccccc2O1)N1CCn2c(nc3ccccc32)C1 (stereo unspecified) the results were West Nile antiviral 0.0%, RSV antiviral HEp-2 1.7%, Yfh1-off respiration inactive, UTI89 phage lysis 7.6%, ER stress rescue 4.7%, NS5 inhibitors -2%, WT yeast gro inh 2, SV40 large T antigen 4%, XIAP antagonists -1.7% and WT yeast gro inh mutant strain 0.
Screening Cc1nn(C)c(=O)n1-c1ccc(Oc2ccccc2)cc1 returned West Nile antiviral 0.6%, RSV antiviral HEp-2 4.0%, Yfh1-off respiration inactive, UTI89 phage lysis 1.2%, ER stress rescue -1.5%, NS5 inhibitors -1%, WT yeast gro inh -10, SV40 large T antigen 1%, XIAP antagonists -2.2%, WT yeast gro inh mutant strain -12 and NS5 inhibitors pilot replicate 2.3.
`O=C(NCCc1cccs1)C1CC(c2ccccc2F)=NO1` (stereo unspecified) gave West Nile antiviral -0.3%, RSV antiviral HEp-2 -0.6%, Yfh1-off respiration inactive, UTI89 phage lysis 0.2%, NS5 inhibitors -11% and SV40 large T antigen 15%.
`CCCN(C(=O)CSc1nnnn1C)C1CCS(=O)(=O)C1` (stereo unspecified) gave West Nile antiviral 1.6%, RSV antiviral HEp-2 2.5%, Yfh1-off respiration inactive, UTI89 phage lysis -0.3%, ER stress rescue 0.9%, NS5 inhibitors -2%, WT yeast gro inh -9, SV40 large T antigen -3%, XIAP antagonists -4.8% and WT yeast gro inh mutant strain -6.
Nn1c(-c2ccccc2)cc(-c2ccccc2)cc1=O was read as RSV antiviral HEp-2 -1.2%, UTI89 phage lysis -0.7%, NS5 inhibitors -3% and SV40 large T antigen 6%.
For COc1ccc(-n2nnc3c(=O)n(Cc4cc(C)ccc4C)cnc32)cc1 the results were West Nile antiviral 0.1%, RSV antiviral HEp-2 0.5%, Yfh1-off respiration inactive, UTI89 phage lysis 0.7%, ER stress rescue -1.4%, NS5 inhibitors -3%, WT yeast gro inh -9, SV40 large T antigen 19%, XIAP antagonists -0.2% and WT yeast gro inh mutant strain -34.
`CCOC(=O)c1cc(-c2ccc(/C=C3/C(=O)NC(=O)C(C#N)=C3C)o2)ccc1Cl` gave West Nile antiviral 0.3%, RSV antiviral HEp-2 3.6%, Yfh1-off respiration inactive, UTI89 phage lysis 0.4%, ER stress rescue -0.6%, NS5 inhibitors 44%, WT yeast gro inh -22, SV40 large T antigen inconclusive, XIAP antagonists -5.3% and WT yeast gro inh mutant strain -15.
For Cc1nc(N2CCOCC2)sc1C=O the results were West Nile antiviral 0.2%, RSV antiviral HEp-2 -1.0%, Yfh1-off respiration inactive, UTI89 phage lysis 1.0%, ER stress rescue -1.2%, NS5 inhibitors -9%, WT yeast gro inh -13, SV40 large T antigen -1%, XIAP antagonists -4.0% and WT yeast gro inh mutant strain -4.
For COc1cc2c(cc1OC)C(c1ccc(SC)cc1)CC(=O)N2 (stereo unspecified) the results were West Nile antiviral 0.2%, RSV antiviral HEp-2 8.7%, UTI89 phage lysis -0.1%, NS5 inhibitors 3%, SV40 large T antigen 5% and NS5 inhibitors pilot replicate -1.8.
`COc1ccccc1CCNC(=O)C(=O)NCC1OCCN1S(=O)(=O)c1ccc([N+](=O)[O-])cc1` (stereo unspecified) gave West Nile antiviral -0.5%, RSV antiviral HEp-2 -0.3%, UTI89 phage lysis 0.4%, NS5 inhibitors -5% and SV40 large T antigen 13%.
`N#CC1=C(C2CC2)CC(c2ccccc2)C(C#N)=C1N` (stereo unspecified) gave West Nile antiviral 0.1%, RSV antiviral HEp-2 14%, Yfh1-off respiration inactive, UTI89 phage lysis 0.7%, ER stress rescue -0.5%, NS5 inhibitors -1%, WT yeast gro inh -3, SV40 large T antigen 5%, XIAP antagonists 0.5% and WT yeast gro inh mutant strain -6.
`N#Cc1cc(C#N)c(N2CCN(c3ccccn3)CC2)nc1N` gave West Nile antiviral 1.0%, RSV antiviral HEp-2 11%, Yfh1-off respiration inactive, UTI89 phage lysis 2.9%, ER stress rescue -0.4%, NS5 inhibitors -5%, WT yeast gro inh -15, SV40 large T antigen 18%, XIAP antagonists -5.8% and WT yeast gro inh mutant strain -22.
`CCOC(=O)C1CCCN(c2nc3ccccc3nc2C(C#N)C(=O)OCC)C1` (stereo unspecified) gave West Nile antiviral 0.1%, RSV antiviral HEp-2 36%, Yfh1-off respiration inactive, UTI89 phage lysis 0.1%, ER stress rescue 0.9%, NS5 inhibitors inconclusive, WT yeast gro inh 30, SV40 large T antigen 15%, XIAP antagonists 2.4% and WT yeast gro inh mutant strain 8.
Screening CCn1nc(C)cc1C(=O)N1CCCC(N2CCN(c3ccccc3OC)CC2)C1 (stereo unspecified) returned West Nile antiviral -1.0%, RSV antiviral HEp-2 3.4%, UTI89 phage lysis 1.7%[50 µM], NS5 inhibitors -1% and SV40 large T antigen 22%.
`C=CCNC(=O)/C(C#N)=C/c1c(N2CCN(c3cccc(Cl)c3)CC2)nc2c(C)cccn2c1=O` gave West Nile antiviral -1.4%, RSV antiviral HEp-2 1.1%, UTI89 phage lysis 0.2%, NS5 inhibitors 18% and SV40 large T antigen 1%.

Compound activity from PubChem.
